# Myeloid diff MLP – compounds promoting myeloid differentiation. ER-HoxA9 myeloid progenitors, lysozyme-GFP differentiation, flow cytometry. calls only at 10 µM. actives 1% (n = 360,000). AID 624256;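 active = normalized GFP-positive differentiation at or above the plate's own cutoff, the solvent-only control mean plus 3 SD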;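 note: cells exposed to compound for four days before flow analysis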
# T cell modulator – modulates CD8 T cell binding to vesicles. AID 2052. 2C CD8+ T cell-vesicle binding, flow cytometry; active compounds read low. calls only at 7 µM. actives 0.068% (n = 330,000);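 active = response, share of CD8 T cells binding vesicles, and their 90th percentile fluorescence all below set limits, cut at about 80% in these data, passing the limit was not always enough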
#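 material = purified 2C TCR transgenic mouse naive CD8+ T cells | controls = Unloaded micro-vesicles (low), QL9 vesicles with 0.7% DMSO (high) | detection = cytometric PE anti-B7-1 and Alexa647 anti-CD8 signals after 1% paraformaldehyde fixation | incubation = binding step 1.5 h, 37 °C, antibody labelling 20 min, ice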
# MT stabilizer – microtubule stabilization, imaging screen. HeLa tubulin immunostaining HCS, 24 h; share of cells brighter than vehicle mean+2SD. % tubulin-high responders, % at 10 µM. actives 0.83% (n = 200,000). AID 2205;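 active = plate Z-score above 3 for both tubulin-high and condensed-nucleus cell shares, with cell loss under 80%, at 10 µM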;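 note: anti alpha tubulin signal scored within the nucleus-defined area of each cell; some results filed as inactive read as strong as hits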
# human PMI inhibition – inhibitors of human PMI, primary screen, biochemical, fluorescence intensity, coupled assay (AID 1209); purified PMI enzyme, coupled fluorescence intensity; higher % means a stronger effect; inhibition, % at 20 µM, or IC50 in µM where a hit was titrated; actives 0.42% (n = 190,000); in the data active = inhibition above about 50%;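 note: plate controls were DMSO vehicle for no effect and wells lacking substrate for full effect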
# Dynein transport – dynein cargo transport inhibition | 3617.4 mouse cells, GR-EGFP nuclear translocation imaging; test concentration mostly 20 µM; stimulated with dexamethasone, 1 µM; active compounds read low | z-score, hits read low | actives 0.47% (n = 220,000) | AID 1381;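 active = plate z-score of nuclear minus cytoplasmic receptor signal below a set negative limit, without overly bright fluorescence or cell loss, cut at about -3.5 in these data, passing the limit was not always enough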;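 note: z-score of nuclear minus cytoplasmic ring GR-EGFP intensity difference per well; some compounds called inactive have numbers as strong as hits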
#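 Buffer or medium: tet-free, stripped-serum medium; reagent: dexamethasone at 1.0 µM final, 30 min; incubation: 48 h induction, 1 h compound, 30 min dex at 37 °C; measured by: formaldehyde fixation, Hoechst nuclear stain, 10x automated fluorescence imaging; read-out: nuclear-to-cytoplasmic GR-EGFP distribution per well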
# Insulin prom up – MIN6 insulin promoter up-regulation; MIN6 insulin promoter-GFP reporter, high-content imaging; active compounds read high; z-score at 5 µM; actives 0.3% (n = 190,000);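 active = z-score above 3 at 5 µM with at least 500 cells counted in the well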
# Lipid droplet – hepatic lipid droplet formation modulation | AML12 mouse hepatocytes, oleate lipid droplets, BODIPY imaging | inhibition, % at 6.5 µM | actives 0.4% (n = 240,000) | AID 1656;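 active = lipid droplet intensity inhibited by at least 50%, with more than 500 cells counted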
#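 Test system: AML12 hepatocytes (mouse); reagent: oleate loading, 100 µM; dosing: one dose, 6.5 µM compound; incubation: overnight exposure; signal: fluorescence imaging, 20x objective, two fields per well; read-out basis: % inhibition of corrected integrated BODIPY droplet signal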
# TNAP activators – human TNAP enzyme activators, primary screen, biochemical, luminescent, no phosphate acceptor, uHTS (AID 1001); purified TNAP, luminescent activation assay, no phosphate acceptor; higher activation fold means a stronger effect; one-dose activation fold at 20 µM; EC50 in µM for titrated hits; actives 0.03% (n = 200,000); in the data active = activation fold from about 3, or a potency from the dose series; inactive = the rest, 99 in 100 with activation fold below about 1.6; note: many of its hits are not listed in these tables
# bCat nuc transl – beta-catenin nuclear translocation modulation | AID 1665 | HeLa beta-catenin nuclear translocation, immunofluorescence imaging | nuclear translocation activity, % at 5 µM | actives 0.3% (n = 190,000);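 active = nuclear translocation activity above 50% at 5 µM, with a well cell count of 50 or more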;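 note: per-cell ratio of nuclear to cytoplasmic median beta-catenin stain intensity; plate controls were DMSO negative control for no effect and GSK-3 inhibitor IX positive control for full effect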
#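 Technique: fluorescence imaging of beta-catenin antibody stain plus DAPI / Material: human HeLa cell line / Incubation: compound treatment 24 h, 37°C, 5% CO2 / Read-out basis: % activation of per-cell nuclear versus cytoplasmic median beta-catenin signal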
# Dynein transport cytoplasmic EGFP – also measured in Dynein transport; calls as there; z-score; measured here: cytoplasmic GR-EGFP intensity; active compounds read high
# Dynein transport nuclear GR-EGFP – second read-out of Dynein transport, no call of its own (marks repeat the call); z-score; measured here: nuclear GR-EGFP intensity;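 lower value marks the stronger effect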
# Dynein transport cell count – recorded beside Dynein transport, whose call it bears; z-score; measured here: cell count per field
# Insulin prom up cell count – further read-out of Insulin prom up, marked with its call; cell count; measured here: cytotoxicity, nuclei count;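 total cells summed across four imaged fields per well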
# Lipid droplet cells 6.5 µM – second read-out of Lipid droplet, no call of its own (marks repeat the call); cell count; measured here: cell count, cytotoxicity flag;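 cells counted across two imaged fields per well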
# bCat nuc transl cell count 5 µM – also measured in bCat nuc transl; calls as there; cell count; measured here: cell count, cytotoxicity flag
# T cell modulator vesicle-bound % – recorded beside T cell modulator, whose call it bears; double positive events, %; measured here: CD8+ vesicle-bound cell fraction;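 binding gate set so that unloaded-vesicle control wells show 10% double positive cells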
# MT stabilizer Hoechst-high % – also measured in MT stabilizer; calls as there; % Hoechst-high responders; measured here: nuclear condensation Hoechst responders;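 share of cells brighter than vehicle mean plus two SD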
# MT stabilizer cytotoxicity % – second read-out of MT stabilizer, no call of its own (marks repeat the call); toxicity, %; measured here: cytotoxicity by cell density;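 0% = mean cell density of plate MIN control wells and 100% = no cells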
# Myeloid diff MLP GFP+ MAC1+ % – second read-out of Myeloid diff MLP, no call of its own (marks repeat the call); GFP+ MAC1+ double positive, %; measured here: differentiation confirmed by MAC1 staining
# An asterisk follows results filed as active; i = inactive; x = no result given.
SMILES,Myeloid diff MLP,Myeloid diff MLP GFP+ MAC1+ %,T cell modulator,T cell modulator vesicle-bound %,MT stabilizer,MT stabilizer Hoechst-high %,MT stabilizer cytotoxicity %,human PMI inhibition,Dynein transport,Dynein transport cytoplasmic EGFP,Dynein transport nuclear GR-EGFP,Dynein transport cell count,Insulin prom up,Insulin prom up cell count,Lipid droplet,Lipid droplet cells 6.5 µM,TNAP activators,bCat nuc transl,bCat nuc transl cell count 5 µM
CC1Cc2ccccc2N1S(=O)(=O)c1cccc(C(=O)NCCCn2ccnc2)c1 (stereo not drawn),i,0.5,i,30.1,5.4,1.1,6.7,-15.1%,-0.113,-0.213,0.224,-0.342,x,x,-8.2,692,1,-1.7,1087
COc1ccc(C2=NOC(C(=O)Nc3ccc4c(c3)OCO4)C2)cc1OC (stereo not drawn),i,0.3,i,52.4,1.8,2.1,4.8,-1.3%,-0.11,-0.138,-0.498,0.278,-1.03,1301,7.2,722,1.2,0.6,1093
CC(/C=N/NC(=O)Cn1cnc2c1c(=O)n(C)c(=O)n2C)=C\c1ccccc1,i,0.6,i,45.0,3.5,2.2,3.4,1.0%,-0.0286,-0.134,-0.324,0.185,-0.13,1324,-34.7,663,1.1,-1.8,567
Cn1c(=O)c2c(nc(N3CCCCCC3)n2CC(=O)c2ccccc2)n(C)c1=O,i,1.3,i,8.0,2.4,1.1,3.9,7.9%,2.51,-0.144,0.84,-0.938,0.5,1154,x,x,1.1,-0.5,1218
Cc1ccc(C(=O)Oc2ccccc2N2C(=O)C3C4CCC(C4)C3C2=O)cc1 (stereo not drawn),i,0.8,i,54.9,4.4,1.6,3.8,-2.2%,-0.93,-0.319,-0.782,1.08,0.14,1183,-4.6,657,1.1,-4.0,498
CCCCn1c(=N)n(CC(O)COc2ccc(C)cc2)c2ccccc21 (stereo not drawn),i,0.4,i,56.3,4.7,4.4,7.3,5.2%,1.07,-0.0047,0.777,-1.63,x,x,x,x,1.1,-4.0,990
CC(=O)N1N=C(c2cccs2)CC1c1ccc(C)o1 (stereo not drawn),i,0.4,i,56.9,5.8,2.4,1.6,0.3%,0.717,-0.257,0.232,-0.0498,-0.79,1427,-5.1,659,1,-0.3,1445
O=C(COC(=O)c1ccccc1NC(=O)C1CC1)c1ccc2c(c1)OCCO2,x,x,i,30.5,2.5,1.9,8.5,20.7%,2.1,0.125,1.63,-1.61,0.11,1595,-0.3,718,1.1,-2.8,1240
Cc1ccc(-c2nnn(CC(=O)NC3CC4CCC3C4)n2)cc1 (stereo not drawn),i,0.8,i,47.4,4.0,2.0,8.3,19.4%,-0.542,0.00496,0.279,0.479,1.34,1263,-7.6,697,1.1,0.1,997
O=C(N/C(=C\c1ccc(-c2ccccc2)o1)C(=O)N1CCOCC1)c1ccccc1,x,x,x,x,0.9,1.3,1.8,12.4%,0.476,0.128,0.193,-0.583,-0.57,1367,2.0,717,1.1,0.5,1052

# Another view of some results above:
# Results follow in this order: Myeloid diff MLP	Myeloid diff MLP GFP+ MAC1+ %	T cell modulator	T cell modulator vesicle-bound %	MT stabilizer	MT stabilizer Hoechst-high %	MT stabilizer cytotoxicity %	human PMI inhibition	Dynein transport	Dynein transport cytoplasmic EGFP	Dynein transport nuclear GR-EGFP	Dynein transport cell count	Insulin prom up	Insulin prom up cell count	Lipid droplet	Lipid droplet cells 6.5 µM	TNAP activators	bCat nuc transl	bCat nuc transl cell count 5 µM
> CCCCn1c(=N)n(CC(O)COc2ccc(C)cc2)c2ccccc21 (stereo not drawn)
  i	0.4	i	56.3	4.7	4.4	7.3	5.2%	1.07	-0.0047	0.777	-1.63	x	x	x	x	1.1	-4.0	990
> CC(=O)N1N=C(c2cccs2)CC1c1ccc(C)o1 (stereo not drawn)
  i	0.4	i	56.9	5.8	2.4	1.6	0.3%	0.717	-0.257	0.232	-0.0498	-0.79	1427	-5.1	659	1	-0.3	1445

# (list continues)
SMILES,Myeloid diff MLP,Myeloid diff MLP GFP+ MAC1+ %,T cell modulator,T cell modulator vesicle-bound %,MT stabilizer,MT stabilizer Hoechst-high %,MT stabilizer cytotoxicity %,human PMI inhibition,Dynein transport,Dynein transport cytoplasmic EGFP,Dynein transport nuclear GR-EGFP,Dynein transport cell count,Insulin prom up,Insulin prom up cell count,Lipid droplet,Lipid droplet cells 6.5 µM,TNAP activators,bCat nuc transl,bCat nuc transl cell count 5 µM
COc1ccc(-c2noc(-c3ccc(Br)o3)n2)cc1,i,0.3,i,43.3,x,x,x,x,-0.131,-0.218,-0.0535,0.802,0.04,1161,46.4,756,x,0.8,1329
Fc1cccc(Cl)c1CSc1ccc2nnc(-c3ccccn3)n2n1,i,0.7,i,50.5,3.2,3.1,3.3,4.2%,-0.199,-0.266,0.461,-0.0786,0.18,1678,1.7,772,1,-1.5,1107
COc1cnc(SCc2ccc(Cl)cc2)nc1Cl,i,0.8,i,23.3,1.5,2.0,8.5,12.0%,x,x,x,x,x,x,x,x,1.1,x,x
COc1cccc(N2CCN(C(=O)CCn3c(=S)[nH]c4cc5c(cc4c3=O)OCO5)CC2)c1,x,x,x,x,3.9,3.6,1.9,-13.4%,-0.489,-0.191,-0.177,-0.271,-0.44,1625,x,x,0.9,2.7,1288
COc1ccc(C2/C(=C(\O)c3cccc(OC)c3)C(=O)C(=O)N2c2ccccn2)cc1 (stereo not drawn),i,1.7,i,44.3,2.5,1.1,9.2,-6.7%,1.54,-0.105,0.718,-1.61,x,x,x,x,1,x,x
COc1cc(C(=O)OCC(=O)Nc2cc(C)on2)c([N+](=O)[O-])cc1OC,i,0.2,i,58.0,2.3,2.5,3.6,-6.4%,0.136,0.0428,0.908,-0.643,0.49,1296,-6.7,683,1,-0.6,1122
COc1cccc(-c2cc(C(=O)NCc3cccs3)no2)c1,i,0.3,i,31.5,x,x,x,x,-0.213,-0.216,0.328,0.0841,1.2,1057,10.3,710,x,1.0,1314
Cc1cc(Br)c(S(=O)(=O)n2nnc3ccccc32)cc1C,i,5.6,i,18.4,3.9,3.5,6.5,7.4%,0.0859,0.242,0.127,-0.0529,-0.37,1755,0.1,721,1,0.0,1059
COc1cc(C)c(Br)cc1S(=O)(=O)N1CCCC1,i,0.6,i,22.5,4.8,2.6,24.4,5.7%,1.28,-0.267,1.01,-0.157,0.29,1271,-6.9,795,1.1,1.0,947
O=C(c1cccc(F)c1)N1CCN(C(=O)c2cc(-c3ccc(Cl)cc3Cl)on2)CC1,i,2.3,i,30.7,3.4,2.9,9.1,11.2%,-0.218,-0.153,-0.233,0.136,-1.1,1193,4.2,653,1.1,x,x
COc1ccc(S(=O)(=O)N2CCC(NC(=O)Nc3ccc(C)cc3)CC2)cc1,i,0.7,i,5.0,2.9,1.9,11.8,8.8%,-0.661,-0.00756,-0.384,0.588,x,x,x,x,1.1,x,x
COc1ccc(CSc2nc(C)cc(=O)[nH]2)cc1,i,0.8,i,16.1,1.2,1.4,9.5,7.3%,-0.587,-0.206,-0.374,0.857,0.73,1256,x,x,1.1,-2.2,965
COc1ccc(NC(=O)C(c2ccc(OC)cc2)N(C)C(=O)CC2NC(=O)NC2=O)cc1 (stereo not drawn),i,0.3,i,53.3,3.5,2.6,5.2,11.4%,0.45,-0.107,1.04,-0.0688,-0.44,1659,-1.2,607,1.2,-1.4,1123
CCCCCc1nnc(NC(=O)C2CCCO2)s1 (stereo not drawn),i,7.8,i,45.7,2.1,3.0,3.9,1.4%,-0.332,-0.143,-0.133,0.658,0.83,1345,-13.8,705,1,x,x
Cc1ccc(CNC(=O)C(NS(=O)(=O)c2ccc3nc(C)sc3c2)C(C)C)cc1 (stereo not drawn),i,7.7,i,45.4,6.4,1.5,7.6,-2.3%,1.06,-0.164,0.68,-0.362,-0.87,1050,x,x,1.2,0.5,1141
COC(=O)CNC(=O)COC(=O)/C=C/c1ccccc1[N+](=O)[O-],i,0.3,i,36.6,2.6,3.1,8.1,-20.9%,0.524,0.237,0.176,-0.425,-1.06,1206,-0.6,660,1.1,-1.9,1015
COc1cc(C(=O)NCCC(=O)NC2CCCCCCC2)cc(OC)c1OC,i,6.0,i,29.8,3.0,2.8,6.4,3.1%,-0.474,-0.168,0.498,0.418,0.48,1338,-7.4,715,1.1,0.3,1196
CC(=O)Nc1ccc(NC(=O)C23CC4CC(C2)CC(n2cnc(Br)n2)(C4)C3)cc1,i,0.2,i,62.1,5.8,2.7,2.9,0.2%,0.242,0.00741,0.565,-0.454,0.25,1675,1.3,688,1.1,-2.7,987
Cc1nn(C(C)c2n[nH]c(=S)n2-c2ccc(F)cc2)c(C)c1[N+](=O)[O-] (stereo not drawn),i,0.9,i,35.9,3.3,2.0,5.6,0.8%,0.244,-0.235,-0.0442,1.27,0.24,1118,-44.5,695,1,-2.1,1147
COc1ccc(C/C(=N\O)c2ccc(OC)cc2)cc1,i,0.4,i,23.8,6.2,1.3,2.9,7.5%,0.914,-0.217,0.767,-0.725,0.44,1268,x,x,1.1,9.3,1339
Cc1ccc(-n2c(Cc3cccs3)nnc2SCC(=O)Nc2ccc(F)c(F)c2)cc1,i,0.9,i,2.1,2.6,1.4,6.3,10.8%,0.0897,-0.288,0.233,0.599,-0.53,921,-16.4,763,1.1,-0.8,1219
Cc1ccc(C(=O)N(C)CC(=O)Nc2ccc(F)c(F)c2F)o1,i,0.4,i,47.7,3.5,2.3,8.0,-0.4%,-0.55,-0.149,-0.229,-1.57,x,x,2.1,710,1.1,-1.6,1082
